Bioassay records: PubChem, Broad Institute
E-sel inducer: induces E-selectin expression in human endothelial cells. HUVEC E-selectin immunofluorescence imaging; normalized: neutral wells 0, TNF-alpha wells 100. P16581. 0.37% of 260,000 active. activation, % at 7.58 µM;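 active = mean E-selectin-positive cell signal at least 10% of the positive control, reached in at least 60% of replicates, without over 20% cell loss; inconclusive = no rule given, readout overlaps actives, possibly toxicity-flagged; inactive = the rest, including those meeting only one limit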;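 also: in these data hits start at about 27%; measured in HUVEC primary endothelial cells; signal is the percent of cells scored E-selectin positive by PE staining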
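Assay system: HUVEC, human umbilical vein endothelial cells / Amount: 3,000 HUVEC/well / Controls: TNF-alpha positive control, DMSO neutral control / Compound dosing: single concentration / Medium: EGM-2 over gelatin coat / Evaluation: percent E-selectin-positive cells / Signal: immunofluorescence imaging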
RAD52 inh: inhibitors of human RAD52 DNA annealing | inhibition, % at 18.7 µM | AID 651710 | recombinant RAD52 DNA annealing, FRET fluorescence | 0.46% of 360,000 active;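 active = every replicate showing at least 50% inhibition; inconclusive = mean inhibition at least 50% but not in every replicate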
Target sequence (P43351 whole entry, looked up): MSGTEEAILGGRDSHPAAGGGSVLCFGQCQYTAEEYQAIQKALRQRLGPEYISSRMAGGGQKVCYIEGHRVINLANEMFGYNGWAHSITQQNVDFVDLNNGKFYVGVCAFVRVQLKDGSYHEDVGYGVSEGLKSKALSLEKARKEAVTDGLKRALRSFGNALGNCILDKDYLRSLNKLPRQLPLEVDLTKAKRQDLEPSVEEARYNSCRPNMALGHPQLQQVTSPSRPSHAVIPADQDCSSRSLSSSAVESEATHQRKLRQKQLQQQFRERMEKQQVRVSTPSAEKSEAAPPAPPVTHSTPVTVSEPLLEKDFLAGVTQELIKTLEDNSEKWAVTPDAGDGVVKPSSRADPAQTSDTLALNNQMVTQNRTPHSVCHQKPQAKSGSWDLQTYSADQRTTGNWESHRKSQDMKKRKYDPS
Casp6 inh: blocks human caspase-6 cleavage activity | purified caspase-6, Z-VEID-R110 cleavage fluorescence | inhibition, % at 12.5 µM | 0.53% of 350,000 active | AID 686996;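 active = mean inhibition across replicates at least about 35%, with every replicate also reaching that limit, limit read from the data; inconclusive = only one of the two criteria met; inactive = neither criterion met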;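 also: 0% = median of neutral control wells and 100% = no fluorescence left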
Target sequence (P55212 24-179 limits assumed): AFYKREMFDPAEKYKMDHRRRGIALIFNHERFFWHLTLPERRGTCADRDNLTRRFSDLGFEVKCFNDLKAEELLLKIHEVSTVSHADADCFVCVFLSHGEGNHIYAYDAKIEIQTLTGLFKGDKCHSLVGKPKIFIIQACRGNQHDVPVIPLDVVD
Target sequence (P55212 194-293 limits assumed): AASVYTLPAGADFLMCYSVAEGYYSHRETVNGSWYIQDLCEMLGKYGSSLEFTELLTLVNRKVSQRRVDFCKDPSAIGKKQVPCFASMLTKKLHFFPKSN
DENV2 CPE: inhibitors of DENV2 cytopathic effect; DENV2-infected cells, cytopathic effect rescue, plate reader; CPE inhibition, % at 9.99 µM; 1.7% of 350,000 active; in the data active = CPE inhibition above about 20%, passing the limit was not always enough; inconclusive = no clear call, values can overlap the other calls; tested in BHK-21 cells;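 also: 0% = median of neutral control wells and 100% = median of positive control wells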
GSIS activator: primary screen for activators of insulin secretion dependent on glucose, INS-1E cells, GLuc reporter luminescence; AID 743287; 0.61% of 370,000 active; activation, % at 16.6 µM; INS-1E GLuc reporter insulin secretion, 2-3 h;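 active = lowest replicate activation of at least 40%, so every replicate reaches that level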;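 also: 0% = median of neutral control wells and 100% = median of IBMX positive control wells; some compounds called inactive have numbers as strong as hits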
CFTR F508del cor: correctors of CFTR F508del function in bronchial epithelial cells; 0.36% of 350,000 active; CFBE cells, YFP halide quenching; stimulated with forskolin plus potentiator P3; % fluorescence drop versus neutral controls; activity (quench increase), % at 7.58 µM;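 active = mean added fluorescence quench of at least 8% versus neutral control, with both replicates also reaching 8%; inconclusive = only one of the mean or replicate conditions met; inactive = mean below 8% and not both replicates reaching 8%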;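 also: cells transiently co-express mutant CFTR-F508del with the halide-sensitive YFP; corrector assay measuring rescue of mutant channel to the surface after 24 h compound exposure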
RAD54 branch: RAD54 (human) branch migration inhibition; inhibition, % at 10.4 µM; AID 602329; RAD54 Holliday junction branch migration, FAM/BHQ fluorescence; 0.14% of 360,000 active;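 active = mean normalized replicate activity at least 40 and at least half of replicates scoring 40 or more; inconclusive = only one of the two criteria met; inactive = mean below 40 and under half of replicates reaching 40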;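 also: 0% = median of neutral control wells and 100% = median of positive control wells; inhibitors cause a drop in the FAM fluorescence signal; in these data hits start at about 50%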
XiGFP reactiv: activators of X-chromosome reactivation in mouse fibroblasts | 0.055% of 360,000 active | activation, % at 7.58 µM | XiGFP mouse fibroblasts, % GFP-positive cells imaging, 3 d; cells co-treated with 5-aza-dC sensitizer; scaled so ellipticine positive control = 100%;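 active = mean normalized replicate activation at least 10% and every replicate at or above 10%; inconclusive = only one of the two criteria met; inactive = mean below 10% and not all replicates reach 10%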;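 also: 0% = median of on-plate neutral control wells and 100% = ellipticine 6 µM median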
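assay system = SV40-immortalized XiGFP fibroblast cells, line 68-5-11 | buffer or medium = DMEM plus 5-aza-dC sensitizer | doses = single-point pinned compound dosing | times = 3-day compound exposure, then 15 min fixation at room temperature | benchmarks = positive control ellipticine, 6 µM final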
* marks the source's active call; other numbers are inactive results; ? = inconclusive; nt = not tested or not shown; & = joins results of further samples. This is a random part of the collection. Share with any hit: about 3.7%.

SMILES	E-sel inducer	RAD52 inh	Casp6 inh	DENV2 CPE	GSIS activator	CFTR F508del cor	RAD54 branch	XiGFP reactiv
C[C@H](CO)N1C[C@H](C)[C@H](CN(C)S(=O)(=O)c2ccc(F)cc2)OCCCC[C@H](C)Oc2ccc(NC(=O)CCCN(C)C)cc2C1=O	-0.2	26	1	34*	4	-1.6	7	0.3
Cc1ccccc1OCC(=O)Nc1ccc2c(c1)OCCO2	-0.6	-5	-1	14	15	0.4	nt	nt
COc1ccc(CN(C)C[C@H]2Oc3ccc(NS(=O)(=O)c4ccc(F)cc4)cc3CC(=O)N([C@H](C)CO)C[C@@H]2C)cc1	-0.3	12	2	-6	-11	-2.8	nt	-0.1
C[C@H]1CN([C@@H](C)CO)C(=O)Cc2cc(NC(=O)Nc3ccc4c(c3)OCO4)ccc2O[C@@H]1CN(C)S(=O)(=O)c1cccs1	0.1	nt	nt	0	-1	-2.6	-2	0.0
COc1ccc(CCN(C)C(=O)CN2C(=O)NC3(CCCc4ccccc43)C2=O)cc1OC (configuration not stated)	-2.2	5	2	-8	14	1.8	-10	-0.6
CCOC(=O)C1=CCN(S(C)(=O)=O)C1c1ccc(C)cc1 (configuration not stated)	1.2	-11	1	5	5	-4.3	-6	0.2
O=C(Cn1nc(Cc2cccnc2)c2ccccc2c1=O)N1CCN(c2ccccn2)CC1	0.2	-7	0	-7	4	-1.6	-2	0.1
CC(C)C#Cc1ccc([C@H]2[C@@H](C#N)N(C(=O)c3ccccn3)[C@@H]2CO)cc1	0.7	-62	1	?	4	3.0	-7	0.2
Cc1cc(-c2ccc(S(=O)(=O)N3CCN(C)CC3)s2)on1	nt	-2	25	-4	43*	-3.4	-5	0.2
COc1cc(C(C)=O)ccc1OCC(O)CN1CCN(c2ccccc2)CC1 (configuration not stated)	nt	-16	1	-1	1	-8.2	2	0.0
Cc1noc(C(=O)Nc2c(C)nn(Cc3ccccc3)c2C)c1Cl	-0.2	-23	1	3	-1	1.8	9	0.1
CC(C)(C)c1ccc(C(=O)NNC(=O)c2ccc(Cl)cc2)cc1	-1.6	-5	0	nt	-6	-2.2	nt	0.2
O=C(CCCC(=O)NCc1ccc(F)cc1)NCc1ccc(F)cc1	nt	-4	1	4	1	-5.6	nt	0.0
COc1ccc(C(=O)CCN2CCCC(C)C2)cc1 (configuration not stated)	nt	-2	0	2	-17	1.2	-5	-0.1
COCCCNC(=S)NCCCNc1nc2cc3c(cc2cc1C#N)OCO3	nt	-19	1	4	29	-3.0	-1	nt
CSCCC(C(=O)Nc1c(C)cccc1C)N1CCN(C/C=C/c2ccccc2)CC1 (configuration not stated)	3.2	-11	-2	14	-31	-0.9	7	nt
COc1cccc(NC(=O)C[C@H]2CC[C@@H]3[C@@H](COc4ccc(NC(C)=O)cc4C(=O)N3C)O2)c1	0.9	-6	1	-7	3	-5.3	-16	0.2
CCOc1ccc(NC(=O)CC2S/C(=N/N=C3CCCCCC3)NC2=O)cc1 (configuration not stated)	nt	-10	3	-1	4	0.4	6	0.2
CCCCCC(=O)NC(=S)Nc1cccc(C(C)=O)c1	nt	-7	3	-1	-5	0.4	3	0.1
COc1ccc(S(=O)(=O)N(C)C[C@H]2OCCCC[C@@H](C)Oc3ccc(NS(=O)(=O)c4cn(C)cn4)cc3C(=O)N([C@H](C)CO)C[C@@H]2C)cc1	nt	-4	-1	-4	-2	-2.2	-5	-0.1

Reformatted: 2 of the compounds above
Compound,E-sel inducer,RAD52 inh,Casp6 inh,DENV2 CPE,GSIS activator,CFTR F508del cor,RAD54 branch,XiGFP reactiv
O=C(CCCC(=O)NCc1ccc(F)cc1)NCc1ccc(F)cc1,nt,-4,1,4,1,-5.6,nt,0.0
Cc1ccccc1OCC(=O)Nc1ccc2c(c1)OCCO2,-0.6,-5,-1,14,15,0.4,nt,nt

Part of the list above in order of number of heavy atoms, rising:
SMILES	E-sel inducer	RAD52 inh	Casp6 inh	DENV2 CPE	GSIS activator	CFTR F508del cor	RAD54 branch	XiGFP reactiv
Cc1cc(-c2ccc(S(=O)(=O)N3CCN(C)CC3)s2)on1	nt	-2	25	-4	43*	-3.4	-5	0.2
O=C(CCCC(=O)NCc1ccc(F)cc1)NCc1ccc(F)cc1	nt	-4	1	4	1	-5.6	nt	0.0
CC(C)C#Cc1ccc([C@H]2[C@@H](C#N)N(C(=O)c3ccccn3)[C@@H]2CO)cc1	0.7	-62	1	?	4	3.0	-7	0.2
CSCCC(C(=O)Nc1c(C)cccc1C)N1CCN(C/C=C/c2ccccc2)CC1 (configuration not stated)	3.2	-11	-2	14	-31	-0.9	7	nt
COc1cccc(NC(=O)C[C@H]2CC[C@@H]3[C@@H](COc4ccc(NC(C)=O)cc4C(=O)N3C)O2)c1	0.9	-6	1	-7	3	-5.3	-16	0.2

(next part)
SMILES	E-sel inducer	RAD52 inh	Casp6 inh	DENV2 CPE	GSIS activator	CFTR F508del cor	RAD54 branch	XiGFP reactiv
Cc1cc([N+](=O)[O-])nn1CC(=O)N/N=C/c1ccccc1F	7.7	-14	0	-4	4	3.4	nt	0.0
CCCCN=C1NC(=O)C(CC(=O)NCCc2ccc(OC)cc2)S1 (configuration not stated)	nt	-34	1	-1	0	3.4	5	1.1
Cc1ccc(OC(C)C(=O)Nc2ccccc2C(=O)N2CCN(C)CC2)cc1 (configuration not stated)	nt	-15	-5	5	28	2.7	-2	0.1
CC(C)c1ccc(NC(=S)NC2CC3C=CC2C3)cc1 (configuration not stated)	nt	-15	3	-11	0	1.0	nt	0.1
C[C@H](NC(=O)C[C@@H]1CC[C@@H]2[C@H](COC[C@@H](O)CN2C(=O)Nc2cccc(Cl)c2)O1)c1ccccc1	0.1	nt	nt	2	-21	2.0	-8	0.3
C[C@@H]1CCCCO[C@H](CN(C)Cc2ccc3c(c2)OCO3)[C@H](C)CN([C@@H](C)CO)C(=O)c2cc(NC(=O)c3ccccc3)ccc2O1	nt	-14&14	-1&1	12&2	-13	0.8&-0.1	0&-5	0.0&-1.0
O=C(NC(=S)NCc1ccco1)c1cccc(Cl)c1	nt	-8	4	7	24	-3.5	5	0.1
Cc1cc(Br)ccc1NC(=S)NCCc1ccccc1	0.0	-6	-1	9	-35	-0.2	7	-0.1
C=CCNC(=O)N1CCCC(C(=O)c2cccc(Cl)c2)C1 (configuration not stated)	nt	3	0	6	-5	-0.4	nt	0.0
CCOCCCNC(=O)c1ccc2c(c1)ncn2-c1cccc(C)c1	0.7	-21	0	1	5	0.9	4	0.0
CC(=O)Nc1nc(-c2cc([N+](=O)[O-])cs2)cs1	nt	-7	2	-3	1	-0.7	nt	0.2
Cc1noc(C)c1S(=O)(=O)Nc1ccc2c(c1)CC(=O)N([C@H](C)CO)C[C@H](C)[C@@H](CN(C)S(=O)(=O)c1cn(C)cn1)O2	-0.4	5	nt	-4	0	-0.9	1	-1.1
CC(C)c1cc(N=O)cc(C(C)C)c1O	-0.1	-8	-2	-2	nt	-6.1	nt	0.2
C[C@H](CO)N1C[C@H](C)[C@@H](CN(C)C(=O)Nc2ccccc2)Oc2c(NC(=O)NC3CCCCC3)cccc2C1=O	0.1	-3	1	64*	-15&-30	-0.1	-9	-0.1&0.1
C[C@@H]1CN([C@@H](C)CO)C(=O)c2cccc(NC(=O)c3nc4ccccc4s3)c2O[C@H]1CN(C)S(=O)(=O)c1ccc(F)cc1	0.0	-4	-2	-3	-22	-1.9	2	0.1
COc1cccc(OC)c1NC(=O)C1CCCN1C(=O)Nc1cccc(Cl)c1 (configuration not stated)	nt	0	-3	6	5	-1.5	-7	-0.1
Cc1ccc(C(=O)COC(=O)c2cn(-c3ccccc3)nc2-c2ccccc2)cc1[N+](=O)[O-]	0.1	-22	1	-4	3	nt	nt	0.5
COc1ccc(S(=O)(=O)Nc2cccc3c2O[C@@H](CN(C)S(=O)(=O)c2ccc(OC)cc2)[C@@H](C)CN([C@H](C)CO)C3=O)cc1	-0.1	nt	0	nt	-7	-1.4	nt	0.1
COc1ccc(-c2ccc3c(n2)CCCN3S(=O)(=O)c2ccc(OC)cc2)cc1	-0.2	0	-4	-6	nt	-1.1	nt	0.2
c1ccc2c(c1)nnn2Cn1nnc2ccccc21	-0.1	2	-1	1	6	-1.1	3	-0.1
N#Cc1ccccc1NC(=O)CNc1cc(S(=O)(=O)N2CCOCC2)ccc1NCC1CCCO1 (configuration not stated)	3.2	-29	4	-6	15	1.8	-2	0.4
CC(=O)Nc1ccc(CNc2nc3cc(-c4ccsc4)sc3c(=O)n2C)cc1	0.0	8	0	0	35	-0.1	-4	-0.1
O=C(OCc1ccc([N+](=O)[O-])cc1)c1cnc(Cl)c(Cl)c1	0.1	1	1	14	8	0.2	3	-0.1
COc1ccccc1C#Cc1ccc([C@H]2[C@@H](CO)N(C(=O)C3CCCCC3)[C@H]2C#N)cc1	-0.5	-27	0	-11	1	-3.2	-4	0.1
N#C/C(=C\c1ccccc1)C(=O)NNS(=O)(=O)c1cccc([N+](=O)[O-])c1	1.3	-6	5	-2	0	-1.5	5	-0.1
C[C@H]1CN([C@@H](C)CO)C(=O)c2cccc(NC(=O)C3CCOCC3)c2O[C@H]1CN(C)Cc1ccccc1	0.3	-6	6	4	15	-1.5	5	0.9
